VCAM1 TNFa inh – reduces TNF alpha induced VCAM1 expression in HUVEC | HUVEC TNFa-induced VCAM-1 immunofluorescence, high-content imaging | inhibition, % at 2 µM | hit rate 0.48% among 95,000;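 active means inhibition above the batch mean plus 3 SD, with images confirmed as a hit by eye, cut at about 37% in these data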;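 further: 0% = TNF-stimulated DMSO wells and 100% = unstimulated control wells; not every result past the cut was called active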
E coli WT exp – blocks growth of wild type E. coli BW25113 | OD600 absorbance | growth inhibition, % at 100 µM | hit rate 0.15% among 98,000 | AID 710;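 active means growth inhibition above about 50% at one test dose, limit read from the data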;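 further: growth measured after 20 h incubation at 37 °C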
sEH inh – soluble epoxide hydrolase (human) inhibition | hit rate 0.34% among 91,000 | recombinant human sEH enzymatic activity assay | AID 707 | P34913 | inhibition, % at 2 µM; in the data active means inhibition above about 80%; further: values of inactives mirror those of a sister screen read the other way; many of its hits are not listed in these tables
Target sequence (P34913 whole entry, looked up): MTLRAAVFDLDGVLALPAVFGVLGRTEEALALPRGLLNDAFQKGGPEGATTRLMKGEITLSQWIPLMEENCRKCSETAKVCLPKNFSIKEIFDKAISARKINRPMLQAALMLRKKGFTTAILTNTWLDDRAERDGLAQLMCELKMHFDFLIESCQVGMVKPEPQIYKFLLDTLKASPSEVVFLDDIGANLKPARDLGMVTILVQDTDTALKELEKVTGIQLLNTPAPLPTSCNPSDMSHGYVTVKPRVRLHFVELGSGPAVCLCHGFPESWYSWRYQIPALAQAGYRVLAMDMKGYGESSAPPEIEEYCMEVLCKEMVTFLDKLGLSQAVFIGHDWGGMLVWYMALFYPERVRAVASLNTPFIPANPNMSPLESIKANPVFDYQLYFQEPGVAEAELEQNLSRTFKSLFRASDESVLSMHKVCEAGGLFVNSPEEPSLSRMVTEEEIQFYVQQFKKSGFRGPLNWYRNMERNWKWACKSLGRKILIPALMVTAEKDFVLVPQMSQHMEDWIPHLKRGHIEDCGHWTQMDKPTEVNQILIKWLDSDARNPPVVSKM
PLK1 inh – inhibitors of human PLK1 kinase. P53350. recombinant PLK1 kinase, TR-FRET peptide phosphorylation. inhibition, % at 10 µM. hit rate 0.53% among 97,000. AID 619;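 active means inhibition of 50% or more in the single-concentration screen; inactive means inhibition below 50%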;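 further: 0% = DMSO max control and 100% = H-89 dihydrochloride min control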
HUVEC tox TNFa – HUVEC cytotoxicity counter-screen, TNF alpha stimulated | HUVEC TNFalpha-stimulated, Hoechst cell count, imaging | hit rate 0.17% among 93,000 | cell count reduction, % at 2 µM;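 active means cell count reduction exceeding the screen mean by over 5 SD, scaled to untreated wells per plate, cut at about 78% in these data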;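 further: cells counted after 24 h of TNF alpha exposure following the 1 h pretreatment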
DAT uptake mod – modulates human dopamine transporter uptake under cocaine | Q01959 | LLC-PK1 hDAT cells, [14C]-dopamine uptake with cocaine IC80; actives deviate in either direction | B-score at 10 µM | hit rate 1.3% among 110,000 | AID 449768;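 active means Z score or B-score, a plate-position-corrected score, falls beyond the plate's 99.7% confidence bounds, in either direction; inactive means both scores lie inside the 99.7% bounds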;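 further: scored against the spread of the other compound wells on the same plate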
F-actin modifier – cytoskeleton assembly modification; HUVEC TNFa F-actin phalloidin imaging, high content; AID 836; inhibition, % at 2 µM; hit rate 0.18% among 91,000;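 active means inhibition above the batch mean plus 3 SD and confirmed as a hit by visual image inspection, cut at about 30% in these data, passing the limit was not always enough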; further: strong numbers were not always called active
Plk1 PBD FP – Plk1 (human) PBD binding inhibition | Plk1 PBD phosphopeptide binding, fluorescence polarization | inhibition, %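 (tested at about 20 µM)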 | hit rate 0.13% among 97,000; in the data active means inhibition above about 34%, passing the limit was not always enough
HUVEC tox IL1B – HUVEC cytotoxicity counter-screen, IL-1B stimulated. HUVEC cell count loss, Hoechst imaging. cell count reduction, % at 2 µM. hit rate 0.41% among 94,000. AID 845;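 active means cell count reduction more than 3 SD above the screen-wide mean, cut at about 70% in these data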;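 further: normalized per plate to untreated control cells as the no-loss baseline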
The depositor's hits bear a star; nt = no result given. Compounds were not picked by outcome; any-hit rate near 3.4%.

SMILES	VCAM1 TNFa inh	E coli WT exp	sEH inh	PLK1 inh	HUVEC tox TNFa	DAT uptake mod	F-actin modifier	Plk1 PBD FP	HUVEC tox IL1B
N=c1c2c3c(sc2ncn1CCN1CCOCC1)CCCC3	9	6	13	-9	-4	-0.86	-4	4	-24
CCC1(C)CC(C(CC(=O)O)c2ccc(C)cc2)CCO1 (stereo unspecified)	-8	0	-27	2	-2	-0.066	-8	1	17
CCC(c1nnnn1C1CCCC1)N1CCN(Cc2ccccc2)CC1 (stereo unspecified)	-10	nt	8	-12	6	0.34	-21	-21	-15
CC(C)(C)c1ccc(SCC(N)=O)cc1	-19	4	-1	0	nt	-1.1	5	-6	-15
N#Cc1c(SCC(=O)N2CCCCC2)nsc1SCC(=O)N1CCCCC1	5	3	9	-15	-7	0.069	3	13	4
Cc1cc2c(c(=O)n1CCN(C)C)C(c1ccccc1Br)C(C#N)=C(N)O2 (stereo unspecified)	19	0	4	-18	-1	0.94	nt	-33	-47
CN(Cc1ccccc1)c1nc2c(c(=O)[nH]c(=O)n2C)n1CCSc1nc2ccccc2[nH]1	9	9	-10	-6	14	-1.3	-22	-13	22
CCCn1c(-c2nonc2N)nc2ccccc21	24	nt	16	41	-19	-2.2	5	0	-135
O=C(Nc1ccc2oc(-c3cccnc3)nc2c1)c1ccco1	17	1	-10	-12	5	0.55	-24	-7	-8
Nc1ccc2ncccc2c1	12	-6	-6	-3	-24	-0.5	0	-1	8
N#Cc1c(N)sc(=S)c2c1CCCC2	-12	1	29	-8	-38	1.1	0	3	-12
Cc1c(C(=O)OC2CCCCC2)[nH]c2c1C(=O)CC(C)(C)C2	12	2	6	14	-8	0.036	-7	-14	-79
CCC(C)(C)NC(=O)c1cc(C(=O)OC)cc([N+](=O)[O-])c1	3	-4	-36	-9	-5	-0.75	0	5	20
CCc1cccc(NS(=O)(=O)c2ccc3c(c2)oc(=O)n3C)c1	14	1	nt	-7	-3	nt	1	-10	2
COc1ccccc1N1CCN(Cc2ccco2)CC1	nt	-3	5	-1	nt	-0.47	-21	23	-31
CC(C)n1c(N2CCN(C(=O)N3CCCCC3)CC2)nc2ccccc21	-2	-3	-10	-2	5	0.5	-2	-12	-8
CCC(=O)Nn1c(C)nnc1C	-15	-10	-3	-17	-17	0.5	4	-9	-4
Cc1ccc(Nc2cc(C)nc(-c3ccccc3O)n2)cc1	10	10	-7	-19	-28	-0.15	nt	18	-21
O=C(NC1CCN(C(=O)N2c3ccccc3Sc3ccccc32)CC1)c1ccccc1F	-3	-4	18	-9	-6	-0.1	9	33	14
CCOC(=O)/C=C1\NC2(CCCCC2)Cc2cc(OC)c(OC)cc21	21	nt	12	-7	-9	0.48	-7	15	-29

Not a retest: an excerpt of the list.
SMILES	VCAM1 TNFa inh	E coli WT exp	sEH inh	PLK1 inh	HUVEC tox TNFa	DAT uptake mod	F-actin modifier	Plk1 PBD FP	HUVEC tox IL1B
O=C(Nc1ccc2oc(-c3cccnc3)nc2c1)c1ccco1	17	1	-10	-12	5	0.55	-24	-7	-8
Nc1ccc2ncccc2c1	12	-6	-6	-3	-24	-0.5	0	-1	8
N#Cc1c(N)sc(=S)c2c1CCCC2	-12	1	29	-8	-38	1.1	0	3	-12

More compounds follow:
SMILES	VCAM1 TNFa inh	E coli WT exp	sEH inh	PLK1 inh	HUVEC tox TNFa	DAT uptake mod	F-actin modifier	Plk1 PBD FP	HUVEC tox IL1B
CCCn1c(SCC(=O)Nc2nnc(-c3ccccc3)s2)nnc1-c1ccccn1	-22	-12	13	-13	-12	0.5	-6	-26	6
CCc1cc(=O)oc2cc(OCC(=O)N3CCCc4ccccc43)ccc12	-8	-5	4	-13	-32	1.4	-2	15	-1
Cc1c(Nc2nc3ccccc3nc2N2CCN(c3ccccc3)CC2)c(=O)n(-c2ccccc2)n1C	7	-6	-8	-9	-23	1.5	-16	-13	-4
Cn1nc(C(=O)Nc2sccc2C(N)=O)ccc1=O	4	-1	-2	-4	-24	-0.42	-8	-66	12
O=C(Nc1ccccc1F)c1ccc(CNS(=O)(=O)c2cccc(C(F)(F)F)c2)cc1	3	-6	8	-5	-35	-0.0038	14	18	7
CCOc1ccc(NC(=O)c2ccc3nccnc3c2)cc1	-7	-14	6	-3	8	1.7	-3	-6	1
Cc1cc(C2(c3ccc(O)c(C)c3)C(=O)Nc3ccccc32)ccc1O	-3	5	-2	2	-36	0.85	-2	10	-20
CC(C)Cn1c(N)c(C(=O)COC(=O)c2cc(-c3ccco3)nc3ccccc23)c(=O)n(C)c1=O	11	-4	13	3	-42	nt	7	23	-56
NC(=O)c1sc2nc3c(c(-c4ccco4)c2c1N)CCC3	3	-5	8	10	-5	-0.25	7	0	-37
CCOC(=O)N1CCN(c2c(N3CCN(c4cc(C)ccc4C)CC3)c(=O)c2=O)CC1	1	-4	-11	-10	-17	-0.017	-10	11	-1
CCOC(=O)c1c(N)ssc1=S	4	18	nt	-9	-8	0.00068	6	-14	nt
COc1ccc(C(=O)Nc2cccc(C(=O)N3CCCC3)c2)cc1	21	-1	8	-7	4	1.7	-10	-2	-12
O=C(CN1C(=O)C2C3C=CC(C3)C2C1=O)NCc1ccco1 (stereo unspecified)	4	nt	-13	-8	-24	-0.34	5	6	30
CCOC(=O)c1sc(C)c(C(=O)NCCCN2CCOCC2)c1N	6	0	-2	-23	-10	-0.58	-37	-10	-2
COc1ccc(NC(=S)Nc2ncccc2C)c(OC)c1	13	6	6	4	-9	0.012	-16	-31	-48
Cc1ccccc1-n1c(CSC(=N)N)nc2ccccc2c1=O	-4	-3	20	-7	-24	0.36	-4	21	16
COc1ccc(Nc2nccc3c2nnn3C)cc1	14	5	-1	3	-7	-0.07	-33	-26	-36
c1ccc(-n2ncc3c(N4CCN(CCOc5cccc6ccccc56)CC4)ncnc32)cc1	3	-12	-11	-8	-5	0.75	0	4	12
CC1=NCC(C)c2c1[nH]c1ccccc21 (stereo unspecified)	-3	0	7	-14	-5	nt	12	-25	-12
O=C1/C(=C/c2ccccc2)CCCc2ccccc21	1	-4	7	-7	32	0.17	-16	-34	-2
CCN(CC)CC(=O)Nc1nc(-c2ccc(Cl)cc2)cs1	-7	13	-5	-4	-8	0.024	-1	-5	nt
Cn1c(=O)c2cn3c(c2n(C)c1=O)C(c1ccccc1)CC(c1ccccc1)=N3 (stereo unspecified)	-2	-13	4	-3	nt	1.8	-5	-23	-14
COc1ccc(C(=O)Nc2cc3c(cc2OC)CCCC3)cc1Br	-10	-4	-12	-14	23	nt	4	-14	-17
CCn1ccc(C(=O)NC2C(=O)N3C(C(=O)O)=C(C)CSC23)n1 (stereo unspecified)	5	-5	-14	-9	-10	0.5	-20	-12	6
CCOC(=O)CN1C(=O)C(O)(CC(=O)c2ccco2)c2ccccc21 (stereo unspecified)	20	7	-10	-10	-13	-0.067	19	-6	-18
CC(=O)c1cnc2cc(-c3ccccc3)nn2c1C	4	-19	-1	-12	-7	-0.97	-7	10	nt
COc1ccccc1NC(=O)C1=C(C)Nc2nc(CCCO)nn2C1c1ccc2c(c1)OCO2 (stereo unspecified)	34	7	12	-13	-28	2.2	7	-1	-16
CCOC(=O)c1ccccc1NC(=O)CSc1nccn1C	20	1	12	-19	-30	-0.81	13	8	-4
Cc1cccc(N(C(=O)c2csnn2)C(C(=O)NC(C)(C)C)c2cccs2)c1 (stereo unspecified)	-30	-5	5	-7	nt	-0.13	-9	9	26
Cc1ccc(-n2c(SCC(N)=O)nnc2-c2cccnc2)c(C)c1	24	2	-1	-8	-12	-0.96	27	14	-9
CC(=O)Nc1ccc(S(=O)(=O)N2CCSC2C(=O)O)cc1 (stereo unspecified)	18	3	0	-40	-8	0.76	3	-34	11
O=C(Nc1ccc2c(c1)C(=O)N(C1CCCCC1)C2=O)C1CCCO1 (stereo unspecified)	2	0	6	-3	-5	1.7	-13	7	-25
O=C1CCCN1CN(C(=O)c1ccccc1)c1ccc(F)cc1	3	-1	-3	-10	-19	-0.14	0	3	-4
Cc1cc(C)c(C(N)=O)c(Nc2ccc3c(c2)OCCO3)n1	5	10	14	-8	-9	0.48	8	8	-11
COc1ccc(OCC(=O)NNc2c3ccccc3nc3ccccc23)cc1	2	-5	3	-10	-12	-1.3	-31	-32	-30
N/C(=N\c1nc2c(c(=O)[nH]1)CCC2)Nc1ccccc1C(F)(F)F	6	1	1	-4	2	0.4	-9	12	-29
Cc1cccc(CN2CCN(CC(=O)O)C2=O)c1	nt	-8	nt	-3	nt	-1.4	nt	5	-20
CCOC(=O)n1c(=O)n(Cc2c(Cl)cccc2Cl)c2ccccc21	-13	-4	-2	-12	-13	-1.5	-15	8	12
COC(=O)CCCC[C@H]1SC[C@H]2NC(=O)N[C@]21O	-7	-1	1	-14	-7	-0.26	nt	-18	-49
Oc1c(C(c2ccco2)N2CCC3(CC2)OCCO3)sc2ncnn12 (stereo unspecified)	12	0	3	-9	-20	-0.47	8	2	-22
CC(C)c1nnc(NC(=O)CCC(=O)NC2CCCCCCC2)s1	2	-4	1	-15	14	0.03	-4	-13	-12
Cc1cc(C)n(-c2ccc(C(=O)OCn3nnc4ccccc4c3=O)cc2)n1	6	0	16	-9	-10	-0.099	-15	-10	-3
O=S(=O)(c1ccc(F)cc1)N1CN(Cc2ccco2)c2nc3ccccc3nc21	37	-19	7	-9	nt	-0.061	-7	-21	9
COC(=O)c1ccccc1NC(=O)CSc1nc2c(c(=O)n(C)c(=O)n2C)n1C	-6	nt	nt	-5	-7	nt	16	2	-8
COC(=O)C1=C(C)Nc2ncnn2C1c1ccccn1 (stereo unspecified)	2	-9	14	1	-6	-0.13	4	13	-11
COc1ccc(Cl)cc1NC(=O)NC1CCCCC1	-5	-12	17	-3	-20	-0.18	40	-7	1
Cc1ccc(OCc2nc(C#N)c(N3CCCC3)o2)cc1	2	-1	1	-8	13	0.13	-4	-2	-3
O=C(Nc1nnc(C23CC4CC(CC(C4)C2)C3)s1)c1ccc(N2C(=O)CCC2=O)cc1	28	1	6	-16	-29	0.38	-5	-18	3
CCCCNCc1cc(OC)c(OCC(N)=O)cc1Br	11	nt	-20	2	-3	-2.1	3	17	0
Cc1nc2nc3c(c(=O)n2[nH]1)CCCC3	-3	2	14	5	-28	0.03	-15	-19	-4
COc1ccccc1C(C)NC(=O)c1ccc(C)o1 (stereo unspecified)	-8	-3	-10	-2	7	-0.018	-14	-6	18
CC(=O)NC(Cc1c[nH]c2ccccc12)C(=O)OCC(=O)Nc1ccc2c(c1)OCO2 (stereo unspecified)	12	6	nt	7	-22	0.26	8	25	-13
CCOC(=O)c1cc(NC(=O)N(CC)CC)c(C)nc1C	0	0	3	-17	-20	-0.47	11	-1	-17
CCOC(=O)c1ccc(N/C=C2\CCCCC2=O)cc1	-6	0	20	-8	8	0.89	0	-16	8
CC(C)Sc1nc(N)nc(-c2cccs2)c1C#N	nt	-3	nt	-9	nt	0.084	nt	30	nt
CCCCCCC(=O)Nc1ccc(C(=O)N2CCCC2)cc1	4	4	44	-2	8	1.2	-4	4	10
Cc1cccc(NC(=O)c2cc(-c3ccco3)nc3ccccc23)n1	-7	-24	8	-12	10	-0.54	-4	-9	-2
COc1ccc(Oc2cn[nH]c2-c2ccc(O)cc2O)cc1	-27	22	3	13	-9	0.83	-14	20	-9
CC(C)C(=O)NC(c1ccc([N+](=O)[O-])cc1)c1c(O)ccc2ccccc12 (stereo unspecified)	-30	-5	8	-9	-33	0.5	7	-17	-2
O=c1cc(N2CCN(Cc3ccccc3)CC2)[nH]c(=O)n1-c1ccc(Br)cc1	9	1	-8	-16	-28	-0.0036	5	-21	2
CCn1ncc(CNC(=O)CCCSc2nc(-c3ccco3)cc(C(F)(F)F)n2)c1C	1	nt	76	-5	-19	1.5	8	14	-13
O=C(Cn1c(-c2ccccc2)noc1=O)Nc1ccc(N2CCCCCC2)cc1	-11	6	2	-5	-58	0.75	30	-9	-20

Screening results from PubChem BioAssay.
